# High-throughput results: PubChem BioAssay, National Center for Advancing Translational Sciences (NCATS)
# NPC1 promoter act – qHTS Assay for NPC1 Promoter Activators; 320,000 compounds, 2.4% hits; Potency, µM (series often up to 9.22 µM), without a hit: at the top dose activation, usual class: activators; Huh7 NPC1 promoter luciferase reporter, 24 h;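 further: % of control where 0% means no effect; nearly all actives have a fitted effect of over 60% in size; reporter is driven by a mutant NPC1 promoter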
#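 Compounds in DMSO were transferred onto Huh7 NPC1-luciferase reporter cells pre-incubated 2 h; after 24 h at 37 °C, Amplite reagent was dispensed and luminescence recorded 10 min later.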
# p53 reactivation – qHTS assay for re-activators of p53 using a Luc reporter | H1299 p53-A138V BP100-luciferase reporter, luminescence, 24 h | Potency, µM (titrated, usually from 92.2 µM), for the others: top-dose activity change, positive = activation, usual class: activators | 320,000 compounds, 0.063% hits; further: % of control where 0% means no effect; nearly all actives have a fitted effect of over 45% in size
#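 p53-null H1299 cells stably carrying temperature-sensitive p53-A138V and a BP100-luciferase reporter were pinned with compounds (4-point, 1:5 series) and held 24 hrs at 37 deg C. Luminescence was read 10 min after detection reagent.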
# VP16 counter – VP16 counterscreen qHTS for inhibitors of ROR gamma transcriptional activity. Drosophila S2 Gal4-VP16 UAS-luciferase, luminescence, 20 h. Potency, µM (series often up to 53.6 µM), inactives show at the top dose activity, negative = inhibition, hits mostly inhibitors. 310,000 compounds, 3.5% hits. AID 2546, 2010;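 further: Gal4-VP16 expression switched on by copper sulfate through the metallothionein promoter; on the % scale 0 is the no-effect control and ±100 the full control effect; nearly all actives have a fitted effect of over 50% in size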
# FLuc modulator – qHTS profiling assay for firefly luciferase inhibitor/activator using purifed enzyme and Km concentrations of substrates (counterscreen for miR-21 project) | Luciferin 4-monooxygenase (Photinus pyralis), P08659 | purified FLuc, Km substrates, luminescence inhibition | Potency, µM (doses to about 57.5 µM), for inactives: at the top dose activity change, negative = inhibition, most hits filed as inhibitors | 360,000 compounds, 6.9% hits | AID 588342, 2011;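 further: plate controls were vehicle for no effect and reference inhibitor for full effect; nearly all actives have a fitted effect of over 55% in size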
#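 Purified P. pyralis luciferase, 10 nM final, with Km-level 10 uM D-luciferin and 10 uM ATP in 50 mM Tris acetate pH 7.5, 10 mM Mg acetate, 0.01% Tween-20, 0.05% BSA; 6-point qHTS titration about 60 µM downward; luminescence read.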
# RORg inh – qHTS for inhibitors of ROR gamma transcriptional activity. Nuclear receptor ROR-gamma (Mus musculus), P51450. Drosophila S2 Gal4-RORgamma UAS-luciferase reporter, 20 h. Potency, µM (highest dose often 53.6 µM), for the others: at the highest dose activity change, negative = inhibition, actives largely listed as inhibitors. 310,000 compounds, 5.4% hits. AID 2551, 2010; further: on the % scale 0 is the no-effect control and ±100 the full control effect; nearly all actives have a fitted effect of over 60% in size
# Target sequence (P51450 whole entry, looked up, the tested form may be a part): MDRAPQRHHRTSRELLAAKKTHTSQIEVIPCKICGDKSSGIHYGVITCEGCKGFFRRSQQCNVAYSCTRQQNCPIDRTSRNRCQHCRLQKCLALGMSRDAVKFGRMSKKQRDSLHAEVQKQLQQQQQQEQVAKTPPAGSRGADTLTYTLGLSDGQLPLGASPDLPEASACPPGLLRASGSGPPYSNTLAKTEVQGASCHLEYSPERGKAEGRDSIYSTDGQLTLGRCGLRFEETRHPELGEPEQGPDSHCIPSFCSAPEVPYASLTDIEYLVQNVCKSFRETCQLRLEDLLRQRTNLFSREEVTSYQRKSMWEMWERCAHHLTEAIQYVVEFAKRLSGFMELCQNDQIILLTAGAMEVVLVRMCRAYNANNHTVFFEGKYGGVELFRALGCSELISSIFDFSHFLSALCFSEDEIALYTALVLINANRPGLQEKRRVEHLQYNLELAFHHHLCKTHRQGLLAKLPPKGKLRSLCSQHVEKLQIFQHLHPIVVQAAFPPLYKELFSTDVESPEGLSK
#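 Drosophila S2 cells stably expressing Gal4-DBD/mouse RORγ fusion under metallothionein promoter plus UAS-luciferase; compound 1 h, then 700 uM CuSO4 induction for 20 h at ambient temperature; inhibition read as reduced luminescence.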
# MLL CXXC-DNA inh – qHTS Fluorescence Polarization Assay for Inhibitors of MLL CXXC domain - DNA interaction. Histone-lysine N-methyltransferase 2A (Homo sapiens), Q03164. MLL-CXXC / FITC-HOXA9 DNA fluorescence polarization. Potency, µM (highest dose often 115 µM), for inactives: at the top dose activity change, negative = inhibition, hits mostly inhibitors. 290,000 compounds, 0.037% hits. AID 2662, 2010; active means well fitted inhibition curve with a large enough effect in the polarisation, with a control signal flat, not every such curve was filed as active; inconclusive means small, poorly fitted or top-dose-only effect, or effect the other way, or a change in a side signal; inactive means no such curve, though single readings can be large or run the other way; the % refers to the polarisation
#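 Fluorescence polarization: 7 uM MLL-CXXC (stock) preincubated 5 min with compounds, then 50 nM fluorescein-HOX-A9 DNA (stock) added; 30 min ambient. Buffer 50 mM Tris-HCl pH 7.5, 50 mM NaCl, 1 mM DTT, 0.05% BSA.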
# MBNL1 CUG block – qHTS Assay for Inhibitors of MBNL1-poly(CUG) RNA binding; Muscleblind-like protein 1 (Homo sapiens), Q9NR56; TR-FRET MBNL1-His/biotin-(CUG)12 binding, 665/545 ratio; Potency, µM (doses to about 57.5 µM), inactives show top-dose activity change, negative = inhibition, actives largely listed as inhibitors; 280,000 compounds, 0.036% hits; AID 2675, 2010; active means well fitted inhibition curve with a large enough effect in the signal ratio, with a control signal flat, not every such curve was filed as active; inconclusive means small, poorly fitted or top-dose-only effect, or effect the other way, or a change in a side signal; inactive means no such curve, though single readings can be large or run the other way; the % refers to the signal ratio; further: on the % scale 0 is the no-effect control and ±100 the full control effect
# Target sequence (Q9NR56 whole entry, looked up): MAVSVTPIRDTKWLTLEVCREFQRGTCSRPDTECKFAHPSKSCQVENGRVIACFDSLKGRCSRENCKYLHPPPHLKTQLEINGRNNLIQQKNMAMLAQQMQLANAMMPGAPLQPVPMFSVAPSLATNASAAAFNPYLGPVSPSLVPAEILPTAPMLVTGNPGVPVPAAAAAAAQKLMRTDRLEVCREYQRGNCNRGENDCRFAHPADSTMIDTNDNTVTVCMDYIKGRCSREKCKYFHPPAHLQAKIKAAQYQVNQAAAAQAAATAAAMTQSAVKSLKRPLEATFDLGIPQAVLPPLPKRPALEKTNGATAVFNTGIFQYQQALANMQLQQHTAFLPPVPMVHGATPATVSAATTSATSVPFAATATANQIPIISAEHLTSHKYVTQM
#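 Inhibition of protein-RNA binding appears as loss of TR-FRET between terbium anti-His antibody on MBNL1-His and streptavidin-XL665 on biotin-(CUG)12. Activity is normalized to buffer-only and uninhibited-complex controls.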
# BRCA1 expr act – qHTS Assay to Identify Small Molecule Activators of BRCA1 Expression | MCF7-BRCA1-FFLuc reporter, luminescence, 48 h; response scale: scaled: vehicle 0%, 10 µM genistein 100% | Potency, µM (doses to about 46.1 µM), inactives show at the highest dose activation, hits mostly activators | 380,000 compounds, 1.1% hits; further: nearly all actives have a fitted effect of over 80% in size; some results filed as inactive show a strong effect at the top dose
#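 Compounds are tested at multiple concentrations on MCF7 BRCA1-luciferase reporter cells seeded at 2000 per well; after 48 h, a single luminescence end-point is taken and curves fitted to the normalized data.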
# ELG1 genotoxic – qHTS screen for small molecules that induce genotoxicity in human embryonic kidney (HEK293T) cells expressing luciferase-tagged ELG1; 330,000 compounds, 1.3% hits; HEK293T ELG1-luciferase reporter, luminescence, 16 h; Potency, µM (highest dose often 46 µM), without a hit: at the top dose activity change, positive = activation, actives largely listed as activators; further: % of control where 0% means no effect; nearly all actives have a fitted effect of over 60% in size
#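 HEK293T cells expressing luciferase-tagged ELG1 were treated with compound or DMSO for 16 hr at 37°C. Luciferase activity was then read after 30 min with ONE-Glo at room temperature; rising signal flags genetic stress.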
# uPA surface inh – qHTS for Inhibitors of Cell Surface uPA Generation | cell surface uPA generation assay, qHTS | Potency, µM (top dose mostly 38.3 µM), for inactives: at the highest dose activity change, negative = inhibition, usual class: inhibitors | 330,000 compounds, 0.31% hits | AID 540303, 2011; active means well fitted inhibition curve with a large enough effect; inconclusive means small, poorly fitted or top-dose-only effect; inactive means no such curve, though single readings can be large or run the other way; tested in mouse RAW 264.7 cells; further: on the % scale 0 is the no-effect control and ±100 the full control effect; nearly all actives have a fitted effect of over 55% in size
# Rab9 promoter act – qHTS Assay for Rab9 Promoter Activators. Potency, µM (doses to about 9.22 µM), inactives show at the highest dose activation, negative = inhibition, most hits filed as activators. 320,000 compounds, 2.8% hits. Huh7 Rab9 promoter-luciferase reporter, luminescence, 24 h; further: % of control where 0% means no effect; nearly all actives have a fitted effect of over 60% in size
#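 Using Huh7 cells stably transfected with Rab9 promoter–luciferase, compounds were incubated 24 h at 37 °C, 5% CO2; luciferase luminescence was read 10 min after reagent addition.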
# Numbers without * were called inactive; ? = inconclusive; · = not tested or not shown; & = joins results of further samples; [ ] = remark or other dose. Unless noted, the call rests on the fitted dose curve; in most records, active means well fitted curve in the direction sought with a large enough effect; inconclusive means small, poorly fitted or top-dose-only effect, or another doubt; inactive means no such curve, though single readings can be large; an effect the other way counts as inactive or inconclusive. Potency means the concentration at half of the fitted maximal effect. This is a subset; the hit share may differ from the screen's.
No.	Molecule	NPC1 promoter act	p53 reactivation	VP16 counter	FLuc modulator	RORg inh	MLL CXXC-DNA inh	MBNL1 CUG block	BRCA1 expr act	ELG1 genotoxic	uPA surface inh	Rab9 promoter act
1	O=C(CSCc1ccccc1)Nc1ccc(Cl)cn1	15%	15%	8%	?	26%	3%	-4%	5%	?	2%	?
2	CCOC(=O)/C(Sc1nc(-c2ccccc2)cc(-c2ccccc2)c1C#N)=C(\C)O	-2%	1%	-7%	-14%	?	0%	15%	-33%	-6%	-1%	-6%
3	CCc1ccc(C(=O)NNC(=O)CN2C(=O)NC(CC)(c3ccccc3)C2=O)cc1 (configuration not stated)	5%	13%	·	17µM*	·	·	·	10%	1%	3%	-1%
4	COc1ccc(-c2cc3nc4n(c(=O)c3s2)CCC4)cc1	0.45µM*	18%	1.6µM*	0.6µM*	?	6%	?	?	0.13µM*	·	0.5µM*
5	Oc1ccc(/C=N/n2cc(-c3ccccc3)[nH]c2=S)cc1	17%	1%	0%	?	7.9µM*	1%	?	-14%	-4%	-14%	28%
6	CC(CS(=O)(=O)c1cccc2cccnc12)N1CCCCC1 (configuration not stated)	-1%	?	3%	3%	-43%	-3%	8%	-1%	0%	2%	12%
7	O=C1OC(c2cccc([N+](=O)[O-])c2)C2(CCCC2)C(=O)C12CCCCC2 (configuration not stated)	1%	1%	-17%	0%	?	1%	2%	-57%	5%	1%	-1%
8	CCn1c(NCc2ccco2)nc2ccccc21	-1%	-1%	-8%[10 µM]	-1%	-6%	-1%	-7%	43%	10%	-2%	-4%
9	CCOC(=O)C(CC)n1nc(C)n2c(cc3occc32)c1=O (configuration not stated)	-3%	-5%	-6%	-1%&-1%	0%	0%	4%	1%	0%	-4%	-2%
10	COc1ccc(NS(=O)(=O)c2cccc(C(=O)NNC(=O)c3ccc(NC(C)=O)cc3)c2)cc1	-4%	11%	·	-2%	·	·	·	-14%	0%	3%	-1%
11	Cc1ccc(-c2cc(C(=O)N3CCOCC3)c3ccccc3n2)cc1	7%	3%	20%	11µM*	10%	1%	4%	0%	25%	-4%	18%
12	CC(C)=CC(=O)OCC(=O)NC(=O)NC(C)(C)C	0%	19%	-3%	-1%	-15%	-5%	0%	14%	2%	8%	-6%
13	CCOc1ccc(NS(=O)(=O)c2ccc(-c3ccc(=O)[nH]n3)o2)cc1	-3%	-7%	5%	2%	16%	13%	?	-6%	0%	-2%	1%
14	Nc1nnc(C(c2ccccc2)c2ccccc2)s1	-4%	-5%	6%	3%	10%	-3%	6%	-16%	-1%	2%	1%
15	O=C(NCCCn1ccnc1)C(=O)NCC(c1cccnc1)N1CCN(c2ccccc2)CC1 (configuration not stated)	0%	-9%	0%	-1%	26%	2%	19%	-25%	1%	-6%	-11%
16	CC(NCC(O)COc1ccccc1)C1COc2ccccc2O1 (configuration not stated)	0%	-2%	1%	1%	-2%	?	-8%	1%	-2%	2%	-5%
17	CCOc1cc(C)ccc1OCc1nnc(SCC(=O)c2cccc([N+](=O)[O-])c2)n1C	-1%	0%	2%	-2%	-31%	0%	?	9%	-2%	-13%	-4%
18	COc1ccc(CCN2Cc3c(N)cccc3C2=O)cc1OC	-2%	10%	2%	-4%	11%	4%	-6%	4%	2%	-4%	-3%
19	Cc1cc(C)cc(Nc2ccc(C(=O)O)cc2N)c1	12%	?	-13%	?	16%	-5%	0%	54%	7%	4%	13%
20	CCC(C(=O)O)n1nnc(-c2ccc(-c3ccc(OC)cc3)cc2)n1 (configuration not stated)	26%	?	-1%	9.5µM*	?	-6%	-4%	?	?	-21%	22%
21	CN(Cc1ccccc1)S(=O)(=O)c1ccc(NC(=S)NC(=O)C2CCCC2)cc1	-26%	1%	?	2%	5µM*	7%	-5%	-93%	-17%	·	-12%
22	CCOc1ccc(-c2c(C(=O)N/N=C/c3ccc(OC(C)C)cc3)nnn2-c2nonc2N)cc1	0%	5%	-12%	?	0%	3%	2%	-37%	-1%	0%	0%
23	COc1ccccc1NC(=O)/C(=C/c1cccc([N+](=O)[O-])c1)c1ccccc1	-2%	-5%	-5%	5%	?	4%	·	-55%	-6%	-1%	1%
24	CCc1nnc2c(NCCc3ccccc3)nc3ccccc3n12	-5%	-4%	3%	-3%	23%	3%	1%	-65%[inhibitor]	-4%	6%	-1%[1.84 µM]

# Structures above marked active in NPC1 promoter act.
entry	Compound	NPC1 promoter act	p53 reactivation	RORg inh	MLL CXXC-DNA inh	uPA surface inh	Rab9 promoter act
4	COc1ccc(-c2cc3nc4n(c(=O)c3s2)CCC4)cc1	0.45µM*	18%	?	6%	·	0.5µM*

# Later entries:
No.	Molecule	NPC1 promoter act	p53 reactivation	VP16 counter	FLuc modulator	RORg inh	MLL CXXC-DNA inh	MBNL1 CUG block	BRCA1 expr act	ELG1 genotoxic	uPA surface inh	Rab9 promoter act
25	Cc1ccc(COc2ccc(CNCCCN3CCCCCC3=O)cc2)cc1	6%	5%	1%	?	0%	3%	-10%	-2%	0%	-3%	4%
26	O=c1[nH]c(CSc2ncnc3sc(-c4ccccc4)cc23)nc2ccccc12	0%	3%	9%	-8%	-38%	-1%	16%	-3%	-2%	0%	1%
27	Cn1nc(C(C)(C)C)c([N+](=O)[O-])c1C(N)=O	3%	2%	2%	-2%	-1%	-1%	-8%	-7%	1%	16%	-3%
28	CN(Cc1ccc(Br)s1)C(=O)CNC(=O)c1ccc2c(c1)OCO2	1%	-2%	·	3%	·	·	·	-4%	-1%	0%	1%
29	Cc1ccc(NC(=O)CS(=O)CC(=O)N(CC(=O)NC2CCCC2)c2ccc3c(c2)OCCO3)cc1 (configuration not stated)	-5%	2%	-8%	2%	8%	10%	-9%	0%	1%	-1%	-8%
30	Clc1ccc(Oc2cnc3ccccc3n2)cc1	20%	5%	0%	?	29%	7%	-1%	36%	-6%	2%	8%
31	C/C(=N\N=C(N)N)c1ccc(C)c(C)c1	2%	-3%	-8%	2%	-7%	-1%	-13%	-6%	-7%	-10%	-9%
32	CCOC(=O)c1c(NC(=O)C2CC2)sc(C)c1CC	1%	?	?	0%	?	0%	-9%	1%	-3%	-1%	-1%
33	CCOc1cc(N2CCOCC2)c(OCC)cc1NC(=O)COC(=O)c1ccccc1OC(F)F	-5%	7%	·	2%	·	·	·	-12%	-1%	3%	-7%
34	COc1ccccc1NS(=O)(=O)c1ccc(C)c(NC(=O)NC2CCCCC2)c1	-4%	26%	3%	4%	27%	-3%	-9%	-21%	-13%	-5%	-1%
35	CCc1nc(N(CC)CC)c2oc3ccccc3c2n1	0%	-5%	?	1%	14µM*	-4%	-5%	-37%	-13%	-6%	-2%
36	Cc1cc2cc(CN(Cc3cccs3)C(=S)NCc3ccco3)c(=O)[nH]c2cc1C	-1%	3%	-2%	8%	30%	12%	·	-32%	-7%	-1%	4%
37	CN(C)S(=O)(=O)c1ccc(N2CCCC2)c(C(=O)Nc2nc3ccccc3s2)c1	-1%	?	-2%	?	?	11%	?	-32%	3%	0%	0%
38	CCOc1ccc(N(CC)C(=O)CCNC(=O)Cn2ccc3ccccc3c2=O)cc1	-1%	-3%	-4%	0%	-10%	0%	-2%	-5%	3%	-2%	1%
39	Cc1ccc(Oc2ccc(N)cc2)cc1	1%	8%	-9%	-18%	-11%	9%	16%	-8%	2%	-8%	0%
40	NC(=O)c1ccc(-n2nc(C(F)(F)F)c3c2CCCC3)cc1	14%	-2%	6%	-3%	30%	-6%	-6%	?	-6%	10%	13%
41	NC(=O)c1ccsc1NC(=O)Cc1ccc([N+](=O)[O-])cc1	1%	?	4%	1%	10%	11%	?	8%	?	-2%	0%
42	O=C(O)c1cccc(N2C(=O)c3cc4cccc(Br)c4cc3C2=O)c1	-6%	7%	-1%	-7%	9%	3%	?	-7%	-1%	4%	-9%
